RGS4 inh: inhibitors of human RGS4; P49798; HEK293 M3R/RGS4 inducible, Fluo-4 calcium flux; stronger effect = higher value; triggered by carbachol at its EC20; actives 0.45% (n = 310,000); B-score at 10 µM; AID 463165;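 active = B-score, a plate-corrected calcium signal, over three deviations above library mean, with baseline fluorescence within five deviations of library mean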;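 note: RGS4 expression induced by doxycycline in cells with stable M3 receptor; B-score is computed from the integrated fluorescence ratio over baseline after carbachol; higher B-score means a larger calcium signal and so more RGS4 inhibition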
Target sequence (P49798 whole entry, looked up): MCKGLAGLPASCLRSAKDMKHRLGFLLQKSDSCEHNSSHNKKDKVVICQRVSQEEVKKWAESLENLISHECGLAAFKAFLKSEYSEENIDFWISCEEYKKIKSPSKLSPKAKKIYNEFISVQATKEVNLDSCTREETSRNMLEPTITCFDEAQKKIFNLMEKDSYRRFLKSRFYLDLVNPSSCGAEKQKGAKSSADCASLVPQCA
KCNQ1 block: inhibitors of human KCNQ1 potassium channel | P51787 | CHO-K1 KCNQ1, FluxOR thallium flux fluorescence; stronger effect = higher value | B-score at 10 µM | actives 1.3% (n = 310,000) | AID 2642;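 active = compounds whose thallium flux B-score, printed positive for inhibition, exceeds three library SD while starting fluorescence stays within three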;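 note: channel opened by potassium depolarization with thallium stimulus after 20 min compound exposure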
HDAC3 inh: blocks human histone deacetylase 3 | O15379 | recombinant HDAC3, fluorogenic peptide/trypsin coupled, fluorescence | inhibition, % at 8.3 µM | actives 0.15% (n = 320,000) | AID 2718; in the data active = inhibition above about 26%, passing the limit was not always enough; inconclusive = no clear call, values can overlap the other calls
KCNQ1 act: potentiators or activators of human KCNQ1 potassium channel | P51787 | CHO-K1 KCNQ1, thallium flux FluxOR fluorescence; stronger effect = higher value | B-score at 10 µM | actives 0.35% (n = 310,000) | AID 2648;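 active = fluorescence ratio B-score, a plate-corrected score, at least three library SD, with initial intensity B-score within 5 SD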
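Assay system: CHO-K1 cells stably expressing KCNQ1. Medium: assay buffer for compound exposure, DMSO matched across wells. Timing: 37 °C overnight plating, 90-min dark dye load, 20-min compound pretreatment. Signal: kinetic FluxOR fluorescence, 10 s baseline plus 110 s post-stimulus.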
hERG rescue: compounds protecting human hERG from proarrhythmic drug block. Q12809. CHO-hERG, FluxOR thallium flux, dofetilide IC70 present. activation (rescue from dofetilide block), less the hit threshold, % at 10 µM. actives 0.51% (n = 310,000). AID 1511;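 active = activation above the mean of controls blocked by dofetilide plus 5 SD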;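 note: thallium influx through hERG after potassium depolarization seen as dye fluorescence rise; in these data hits start at about 4.7%; inactives centre near -7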
TMEM16A act: activators or potentiators of mouse TMEM16A chloride channel; Q8BHY3; HEK293 TMEM16A/YFP-H148Q/I152L, iodide quench fluorescence; stronger effect = lower value; B-score at 10 µM; actives 0.3% (n = 340,000); AID 623877;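 active = fluorescence-ratio B-score plate-corrected deviation score at least 3 library SD below zero, with starting fluorescence score within 5 deviations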;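 note: channel opened by trigger with iodide after compound preincubation; score built on the fluorescence ratio of max minus min over baseline; more negative score means more quench and so TMEM16A activation or potentiation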
KCNK3 block: human KCNK3 channel inhibition, primary screen; O14649; CHO-KCNK3 thallium flux, FluxOR fluorescence; stronger effect = lower value; B-score at 10 µM; actives 0.84% (n = 340,000); AID 602410;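 active = B-score under library mean minus 4 SD, starting fluorescence ratio at most library mean plus 5 SD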;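 note: more negative B-score means stronger inhibition of thallium flux through KCNK3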
Target sequence (O14649 whole entry, looked up): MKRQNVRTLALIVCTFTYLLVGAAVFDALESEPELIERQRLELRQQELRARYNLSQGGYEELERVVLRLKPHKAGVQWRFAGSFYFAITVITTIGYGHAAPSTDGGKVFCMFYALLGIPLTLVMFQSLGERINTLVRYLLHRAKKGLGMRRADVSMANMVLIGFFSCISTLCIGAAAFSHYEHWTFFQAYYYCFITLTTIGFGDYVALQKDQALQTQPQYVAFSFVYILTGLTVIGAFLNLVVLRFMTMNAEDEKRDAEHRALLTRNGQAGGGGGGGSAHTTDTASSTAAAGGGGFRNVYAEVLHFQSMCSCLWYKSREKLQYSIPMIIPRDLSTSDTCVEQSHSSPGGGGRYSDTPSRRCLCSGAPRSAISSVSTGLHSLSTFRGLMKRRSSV
TMEM16A inh: mouse TMEM16A channel inhibition, primary screen. normalized B-score (activity score, 25-100; higher = stronger inhibition) at 10 µM. HEK293 TMEM16A/YFP iodide influx fluorescence, ionomycin. actives 1.2% (n = 310,000). Q8BHY3;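 active = ratio plate-corrected score three or more library SD toward inhibition, starting fluorescence score within five deviations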;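 note: score derived from kinetic fluorescence span divided by baseline fluorescence per well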
KCNK9 inh: human KCNK9 channel inhibition; B-score at 10 µM; AID 488922; HEK293 KCNK9, FluxOR thallium flux fluorescence; stronger effect = lower value; Q9NPC2; actives 1.2% (n = 310,000);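 active = ratio B-score over 3 SD below the library mean, with starting fluorescence within 5 SD of its mean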;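 note: negative B-score means less thallium flux so channel inhibition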
Target sequence (Q9NPC2 whole entry, looked up): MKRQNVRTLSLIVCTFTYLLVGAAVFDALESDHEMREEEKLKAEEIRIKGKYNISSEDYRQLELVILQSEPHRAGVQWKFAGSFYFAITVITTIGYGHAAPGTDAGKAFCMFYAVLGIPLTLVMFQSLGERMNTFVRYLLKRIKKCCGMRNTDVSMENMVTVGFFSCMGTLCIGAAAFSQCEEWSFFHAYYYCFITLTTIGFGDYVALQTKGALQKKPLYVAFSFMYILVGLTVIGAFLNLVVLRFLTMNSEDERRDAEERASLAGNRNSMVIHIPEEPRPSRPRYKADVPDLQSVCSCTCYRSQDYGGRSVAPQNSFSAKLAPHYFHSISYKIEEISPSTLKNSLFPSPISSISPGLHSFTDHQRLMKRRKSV
RGS4 pot: potentiators or activators of RGS4; HEK293 M3R/inducible RGS4, carbachol calcium flux Fluo4; stronger effect = lower value; B-score at 10 µM; actives 0.92% (n = 310,000); AID 463111;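 active = B-score of the integrated calcium signal more than 4 SD below the library mean, with starting fluorescence not abnormally high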;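 note: negative B-score means reduced calcium response which marks RGS4 activation or potentiation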
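Assay system: Inducible-RGS4 HEK293 cells carrying M3 receptor | Schedule: Compound preincubation 20 min at room temperature before agonist | Signal: Kinetic calcium fluorescence imaging with Fluo4-AM dye, 2 µM | Read-out basis: B score from integrated fluorescence ratio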
SKKanGAS inh: inhibitors of SKKanGAS S. pyogenes growth in kanamycin (SK-promoter or general growth effect) | inhibition, % at 7.5 µM | BacTiter-Glo, 6 h | actives 1.3% (n = 300,000) | AID 1662;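 active = mean replicate score, as percent of positive control median, at least 50; inconclusive = mean below 50 but one replicate at or above 50; inactive = mean and every replicate below 50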;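 note: strain carries kanamycin resistance gene driven by streptokinase promoter and grows in 40 µg/ml kanamycin; loss of luminescence reflects streptokinase promoter inhibition or plain growth inhibition; 0% = median of DMSO wells and 100% = positive control at its reference dose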
The depositor's hits bear a star.

CC1CCc2cc(F)ccc2N1C(=O)CSc1nnc(-c2cccs2)n1C (stereo not given) was read as RGS4 inh inactive, KCNQ1 block inactive, HDAC3 inh -2, KCNQ1 act inactive, hERG rescue -18, TMEM16A act inactive, KCNK3 block inactive, TMEM16A inh inactive, KCNK9 inh inactive, RGS4 pot inactive and SKKanGAS inh 3.
For COc1ccccc1N1CCN(C2CC(=O)N(C)C2=O)CC1 (stereo not given) the results were RGS4 inh inactive, KCNQ1 block inactive, HDAC3 inh 0, KCNQ1 act inactive, hERG rescue -13, TMEM16A act inactive, KCNK3 block inactive, TMEM16A inh inactive, KCNK9 inh inactive, RGS4 pot inactive and SKKanGAS inh -4.
For CC1(C)CC(=O)c2c(nc(SCC(=O)Nc3nsc(-c4ccccc4)n3)c(C#N)c2-c2ccccc2)C1 the results were RGS4 inh inactive, KCNQ1 block inactive, HDAC3 inh 3, KCNQ1 act inactive, hERG rescue -5, TMEM16A act inactive, KCNK3 block inactive, TMEM16A inh inactive, KCNK9 inh inactive, RGS4 pot inactive and SKKanGAS inh 24.
For CCc1cccc(NC(=S)N(CCN(C)C)C(C)c2ccncc2)c1 (stereo not given) the results were RGS4 inh inactive, KCNQ1 block inactive, HDAC3 inh -1, KCNQ1 act inactive, hERG rescue -13, TMEM16A act inactive, KCNK3 block inactive, TMEM16A inh inactive, KCNK9 inh inactive, RGS4 pot inactive and SKKanGAS inh 16.
CCc1nc(N2CCCC2C(=O)O)c2oc3ccccc3c2n1 (stereo not given) was read as RGS4 inh inactive, KCNQ1 block inactive, HDAC3 inh 3, KCNQ1 act inactive, hERG rescue -2, TMEM16A act inactive, KCNK3 block inactive, TMEM16A inh inactive, KCNK9 inh inactive, RGS4 pot inactive and SKKanGAS inh -1.
Screening Clc1cccc(OCCn2ccnc2)c1 returned RGS4 inh inactive, KCNQ1 block inactive, HDAC3 inh -7, KCNQ1 act inactive, hERG rescue -5, TMEM16A act inactive, KCNK3 block inactive, TMEM16A inh inactive, KCNK9 inh inactive, RGS4 pot inactive and SKKanGAS inh 3.
For C/C(=N\N=C(/N)SC1CC(=O)N(c2cccc(Cl)c2)C1=O)c1cccs1 (stereo not given) the results were RGS4 inh inactive, KCNQ1 block inactive, HDAC3 inh -1, KCNQ1 act inactive, hERG rescue -6, TMEM16A act inactive, KCNK3 block inactive, TMEM16A inh inactive, KCNK9 inh inactive, RGS4 pot inactive and SKKanGAS inh 21.
Screening CCC(NC(=O)Cc1c(C)c2c(cc(C)c3c(C)c(C)oc32)oc1=O)C(=O)O (stereo not given) returned RGS4 inh inactive, KCNQ1 block inactive, HDAC3 inh -8, KCNQ1 act inactive, hERG rescue -7, TMEM16A act inactive, KCNK3 block inactive, TMEM16A inh inactive, KCNK9 inh inactive, RGS4 pot inactive and SKKanGAS inh 6.
`CC(C)NC(=O)c1ccccc1NC(=O)Cc1ccc([N+](=O)[O-])cc1` gave RGS4 inh inactive, KCNQ1 block inactive, HDAC3 inh 3, KCNQ1 act inactive, hERG rescue -19, TMEM16A act inactive, KCNK3 block inactive, TMEM16A inh inactive, KCNK9 inh inactive, RGS4 pot inactive and SKKanGAS inh 4.
`COc1ccc(/C=N/Nc2nonc2N)c(OC)c1` gave RGS4 inh inactive, KCNQ1 block inactive, HDAC3 inh 9, KCNQ1 act inactive, hERG rescue -9, TMEM16A act inactive, KCNK3 block inactive, TMEM16A inh inactive, KCNK9 inh inactive, RGS4 pot inactive and SKKanGAS inh 6.
For Cc1ccc2nc(/C(C#N)=C\c3ccc(Oc4ccc(C(F)(F)F)cc4[N+](=O)[O-])cc3)[nH]c2c1 the results were RGS4 inh inactive, KCNQ1 block inactive, HDAC3 inh 4, KCNQ1 act inactive, hERG rescue -4, TMEM16A act inactive, KCNK3 block inactive, TMEM16A inh inactive, KCNK9 inh inactive, RGS4 pot inactive and SKKanGAS inh 35.
`COc1ccc(NC2CCCN(C(=O)CCN3CCOCC3)C2)cc1` (stereo not given) gave RGS4 inh inactive, KCNQ1 block inactive, HDAC3 inh -1, KCNQ1 act inactive, hERG rescue -8, TMEM16A act inactive, KCNK3 block inactive, TMEM16A inh inactive, KCNK9 inh inactive, RGS4 pot inactive and SKKanGAS inh -12.
Screening COc1ccccc1OCC(=O)NCC1CCCN(Cc2cnn(C(C)C)c2)C1 (stereo not given) returned RGS4 inh inactive, KCNQ1 block inactive, HDAC3 inh -2, KCNQ1 act inactive, hERG rescue -7, TMEM16A act inactive, KCNK3 block inactive, TMEM16A inh inactive, KCNK9 inh inactive, RGS4 pot inactive and SKKanGAS inh 3.
For CCN1CCN(C(=O)c2oc(=O)c3ccccc3c2-c2ccc(C)cc2)CC1 the results were RGS4 inh inactive, KCNQ1 block inactive, HDAC3 inh 5, KCNQ1 act inactive, hERG rescue -8, TMEM16A act inactive, KCNK3 block inactive, TMEM16A inh inactive, KCNK9 inh inactive, RGS4 pot inactive and SKKanGAS inh 3.
For O=C(O)c1cc(N/N=C2/CC(c3ccccc3)Oc3ccccc32)ccc1Cl (stereo not given) the results were RGS4 inh inactive, KCNQ1 block inactive, HDAC3 inh 3, KCNQ1 act inactive, hERG rescue -9, TMEM16A act inactive, KCNK3 block inactive, TMEM16A inh inactive, KCNK9 inh inactive, RGS4 pot inactive and SKKanGAS inh 8.
For O=C(CSc1nnc(-c2cccnc2)n1Cc1ccco1)NCc1ccc2c(c1)OCO2 the results were RGS4 inh inactive, KCNQ1 block inactive, HDAC3 inh -2, KCNQ1 act inactive, hERG rescue -8, TMEM16A act inactive, KCNK3 block inactive, TMEM16A inh inactive, KCNK9 inh inactive, RGS4 pot inactive and SKKanGAS inh -5.
`CCn1ncc(Br)c1C(=O)Nc1ccc2c(c1)OCCO2` gave RGS4 inh inactive, KCNQ1 block inactive, HDAC3 inh -3, KCNQ1 act inactive, hERG rescue -8, TMEM16A act inactive, KCNK3 block inactive, TMEM16A inh inactive, KCNK9 inh inactive, RGS4 pot inactive and SKKanGAS inh -7.
For O=C(Cn1nnc2ccccc21)OCC(=O)c1ccc(Cl)c(Cl)c1 the results were RGS4 inh inactive, KCNQ1 block inactive, HDAC3 inh -5, KCNQ1 act inactive, hERG rescue -7, TMEM16A act inactive, KCNK3 block inactive, TMEM16A inh inactive, KCNK9 inh inactive, RGS4 pot inactive and SKKanGAS inh -18.
Screening CC1(C)Cc2cccc(OCC(=O)N3CCN(S(=O)(=O)c4ccc(F)cc4)CC3)c2O1 returned RGS4 inh inactive, KCNQ1 block inactive, HDAC3 inh 5, KCNQ1 act inactive, hERG rescue -12, TMEM16A act inactive, KCNK3 block inactive, TMEM16A inh inactive, KCNK9 inh inactive, RGS4 pot inactive and SKKanGAS inh -1.
Screening COc1ccc([N+](=O)[O-])cc1NC(=O)CCc1ccccc1 returned RGS4 inh inactive, KCNQ1 block inactive, HDAC3 inh 7, KCNQ1 act inactive, hERG rescue -5, TMEM16A act inactive, KCNK3 block inactive, TMEM16A inh inactive, KCNK9 inh inactive, RGS4 pot inactive and SKKanGAS inh -1.
O=C(Nc1cc(C(F)(F)F)ccc1-n1cnc2ccccc21)c1ccccc1 was read as RGS4 inh inactive, KCNQ1 block inactive, HDAC3 inh 3, KCNQ1 act inactive, hERG rescue -5, TMEM16A act inactive, KCNK3 block inactive, TMEM16A inh inactive, KCNK9 inh inactive, RGS4 pot inactive and SKKanGAS inh -3.
`CCN(CC(O)CON=C1c2ccccc2-c2ccccc21)S(=O)(=O)c1ccc(C)cc1` (stereo not given) gave RGS4 inh inactive, KCNQ1 block inactive, HDAC3 inh -2, KCNQ1 act inactive, hERG rescue 0, TMEM16A act inactive, KCNK3 block inactive, TMEM16A inh inactive, KCNK9 inh inactive, RGS4 pot inactive and SKKanGAS inh 30.
Screening CCN(CC(=O)NCc1cccs1)C(=O)/C=C/c1ccc(OC)c(OC)c1 returned RGS4 inh inactive, KCNQ1 block inactive, HDAC3 inh 5, KCNQ1 act inactive, hERG rescue -8, TMEM16A act inactive, KCNK3 block inactive, TMEM16A inh inactive, KCNK9 inh inactive, RGS4 pot inactive and SKKanGAS inh -4.
Screening COc1cccc(-c2[nH]nc3c2C(c2ccc(C)o2)C(C#N)=C(N)O3)c1 (stereo not given) returned RGS4 inh inactive, KCNQ1 block inactive, HDAC3 inh 3, KCNQ1 act inactive, hERG rescue -6, TMEM16A inh inactive, KCNK9 inh inactive, RGS4 pot inactive and SKKanGAS inh -4.
Screening CCCc1cc(=O)[nH]c(SCC(=O)Nc2nonc2C)n1 returned RGS4 inh inactive, KCNQ1 block inactive, HDAC3 inh 11, KCNQ1 act inactive, hERG rescue -2, TMEM16A act inactive, KCNK3 block inactive, TMEM16A inh inactive, KCNK9 inh inactive, RGS4 pot inactive and SKKanGAS inh 0.
Screening Cc1cc(S(=O)(=O)N2CCOCC2)ccc1OCC(=O)N1CCC(C)CC1 returned RGS4 inh inactive, KCNQ1 block inactive, HDAC3 inh -7, KCNQ1 act inactive, hERG rescue -8, TMEM16A act inactive, KCNK3 block inactive, TMEM16A inh inactive, KCNK9 inh inactive, RGS4 pot inactive and SKKanGAS inh -5.
`Cc1ccc(NC(=O)C2C(=O)N(CCO)C3(C)CC2c2ccccc2O3)cc1` (stereo not given) gave RGS4 inh inactive, KCNQ1 block inactive, HDAC3 inh inconclusive, KCNQ1 act inactive, hERG rescue -9, TMEM16A act inactive, KCNK3 block inactive, TMEM16A inh inactive, KCNK9 inh inactive, RGS4 pot inactive and SKKanGAS inh -1.
For CCCCC(CCC(=O)Nc1cc([N+](=O)[O-])ccc1O)C(=O)O (stereo not given) the results were RGS4 inh inactive, KCNQ1 block inactive, HDAC3 inh 0, KCNQ1 act inactive, hERG rescue -5, TMEM16A act inactive, KCNK3 block inactive, TMEM16A inh inactive, KCNK9 inh inactive, RGS4 pot inactive and SKKanGAS inh -3.
COc1ccccc1NC(=O)N(Cc1ccco1)Cc1cc2cccc(C)c2[nH]c1=O was read as RGS4 inh inactive, KCNQ1 block inactive, HDAC3 inh -5, KCNQ1 act inactive, hERG rescue -2, TMEM16A act inactive, KCNK3 block inactive, TMEM16A inh inactive, KCNK9 inh inactive, RGS4 pot inactive and SKKanGAS inh 5.
`Nc1nnc(SCCOc2ccc(Br)cc2)s1` gave RGS4 inh inactive, KCNQ1 block inactive, HDAC3 inh 1, KCNQ1 act inactive, hERG rescue 3, TMEM16A act inactive, KCNK3 block inactive, TMEM16A inh inactive, KCNK9 inh inactive, RGS4 pot inactive and SKKanGAS inh -8.
